Screens (PubChem BioAssay)
INS-1E GSIS act: GLuc luminescence reporter in INS-1E cells, primary screen for activators of glucose-dependent secretion of insulin; actives 0.61% (n = 370,000); INS-1E GLuc reporter insulin secretion, 2-3 h; AID 743287, 2014; activation, % at 16.6 µM;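 active means lowest replicate activation of at least 40%, so every replicate reaches that level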;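 further: 0% = median of neutral control wells and 100% = median of IBMX positive control wells; some compounds called inactive have numbers as strong as hits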
EWS-Fli block: EWS/Fli-driven NR0B1 reporter inhibitors, primary screen, A673 cells, NR0B1 luciferase, luminescence, MLPCN library. viability-normalised. inhibition, % at 12.6 µM. actives 0.67% (n = 350,000). AID 651661, 2012;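 active means mean inhibition of at least 50% after viability correction, with every replicate also passing that limit; inconclusive means mean reaches 50% but only one of two replicates passes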;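 further: firefly luciferase signal divided by Alamar Blue viability fluorescence both relative to DMSO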
PAX8 reporter: inhibitors of PAX8-driven TPO luciferase reporter, primary screen, RMG-I cells, single concentration | SteadyGlo, 24 h | inhibition, % at 12.6 µM | actives 1.2% (n = 360,000) | AID 652154, 2013;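 active means mean replicate inhibition at least 60% with every replicate also reaching 60%; inconclusive means only one of the two criteria is met; inactive means mean below 60% and not all replicates reaching 60%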;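 further: luciferase light reporting Pax8 driven TPO promoter activity; plate controls were median of neutral control wells for no effect and mitoxantrone controls for full effect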
ARNT TACC3 PPI: disruptors of ARNT/TACC3 protein interaction, primary screen, biochemical, AlphaScreen, single concentration | Transforming acidic coiled-coil-containing protein 3 (Homo sapiens), Q9Y6A5 | AlphaScreen His-ARNT PAS-B/GST-TACC3 binding, luminescence; TACC3 fragment carries E629A point mutation | inhibition, % at 9.99 µM | actives 0.66% (n = 390,000) | AID 623870, 2012;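 active means mean inhibition of replicates at least 50% and at least half of replicates each reaching 50%; inconclusive means half or more replicates reach 50% but mean below 50%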;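 further: 0% = complete ARNT plus TACC3 wells and 100% = ARNT alone without TACC3; many hits fall short of the cut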
ERp5 block: inhibitors of ERp5-driven insulin aggregation, primary screen, biochemical, turbidity, absorbance 650 nm, single point. Protein disulfide-isomerase A6 (Homo sapiens), Q15084. inhibition, % at 9.99 µM. actives 0.05% (n = 350,000). AID 651711, 2012. 90 min;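 active means mean replicate inhibition above about 25%, with every replicate also reaching it, limit read from the data, passing the limit was not always enough; inconclusive means only one of those two criteria met; inactive means neither criterion met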
Target sequence (Q15084 whole entry, looked up): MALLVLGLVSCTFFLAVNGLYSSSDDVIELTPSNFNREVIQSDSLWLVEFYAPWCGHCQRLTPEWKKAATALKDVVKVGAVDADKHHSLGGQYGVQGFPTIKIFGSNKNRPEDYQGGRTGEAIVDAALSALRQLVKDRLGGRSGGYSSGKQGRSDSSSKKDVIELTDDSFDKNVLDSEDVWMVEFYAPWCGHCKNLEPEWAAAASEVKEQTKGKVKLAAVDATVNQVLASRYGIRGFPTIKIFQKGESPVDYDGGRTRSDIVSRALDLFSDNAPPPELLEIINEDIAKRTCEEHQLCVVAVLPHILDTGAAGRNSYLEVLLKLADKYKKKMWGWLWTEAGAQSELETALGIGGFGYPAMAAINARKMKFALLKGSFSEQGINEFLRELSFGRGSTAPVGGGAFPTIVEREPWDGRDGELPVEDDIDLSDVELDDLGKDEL
Xi reactivation: activators of inactive X chromosome reactivation, primary screen, imaging, XiGFP fibroblasts, GFP high-content imaging, set 2 | XiGFP mouse fibroblasts, % GFP-positive cells imaging, 3 d; cells co-treated with 5-aza-dC sensitizer; scaled so ellipticine positive control = 100% | activation, % at 7.58 µM | actives 0.055% (n = 360,000);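 active means mean normalized replicate activation at least 10% and every replicate at or above 10%; inconclusive means only one of the two criteria met; inactive means mean below 10% and not all replicates reach 10%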;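 further: 0% = median of on-plate neutral control wells and 100% = ellipticine 6 µM median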
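Assay system: SV40-immortalized XiGFP fibroblast cells, line 68-5-11; buffer or medium: DMEM plus 5-aza-dC sensitizer; compound: one concentration, pinned; timing: compounds 3 days, fix/stain 15 min at room temperature; benchmarks: positive control ellipticine, 6 µM final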
DENV2 CPE: inhibitors of DENV2 cytopathic effect, primary screen, cell-based, plate reader, single concentration | DENV2-infected cells, cytopathic effect rescue | actives 1.7% (n = 350,000) | CPE inhibition, % at 9.99 µM; in the data active means CPE inhibition above about 20%, passing the limit was not always enough; inconclusive means no clear call, values can overlap the other calls; tested in BHK-21 cells;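 further: 0% = median of neutral control wells and 100% = median of positive control wells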
F508del corr: F508del CFTR correction, initial screen, CFBE line, single point. CFBE cells, YFP halide quenching; stimulated with forskolin plus potentiator P3; % fluorescence drop versus neutral controls. actives 0.36% (n = 350,000). AID 720511, 2013. activity (quench increase), % at 7.58 µM;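 active means mean added fluorescence quench of at least 8% versus neutral control, with both replicates also reaching 8%; inconclusive means only one of the mean or replicate conditions met; inactive means mean below 8% and not both replicates reaching 8%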;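 further: cells transiently co-express mutant CFTR-F508del with the halide-sensitive YFP; corrector assay measuring rescue of mutant channel to the surface after 24 h compound exposure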
Active calls of the source: *; ? = inconclusive; nt = no result given.

No.	molecule	INS-1E GSIS act	PAX8 reporter	Xi reactivation	ARNT TACC3 PPI
1	CC(C)C[C@H](NC(=O)c1nc[nH]c1C(=O)N(C)Cc1ccccc1)C(=O)OC(C)(C)C	-24	5	0.0	8
2	O=C(Nc1ccc([N+](=O)[O-])cc1)c1cc2ccccc2nc1Cl	nt	14	0.1	-1
3	CCN1CCC(NC(=O)Nc2ccccc2C(=O)OC)CC1	7	-2	0.3	nt
4	O=C(NCCc1nc2ccccc2[nH]1)c1ccc([N+](=O)[O-])cc1	4	11	0.1	-1
5	Cc1ccc(N(CC(=O)NCCSc2ccccn2)S(C)(=O)=O)cc1	-12	-8	0.0	7
6	O=C(NC1CCCC1)C1c2ccccc2OCC(=O)N1Cc1ccco1 (stereo not drawn)	-21	-12	0.1	nt
7	O=C(Nc1ccccc1N1CCCCC1)c1ccc([N+](=O)[O-])o1	-12	48	0.1	6
8	CC(=O)N(C1=C(N)C(=O)c2ccccc2C1=O)c1ccccc1	-7	13	0.0	12*
9	Cc1sc2ncnc(N3CCC(C(=O)Nc4ccc(C#N)cc4)CC3)c2c1C	3	11	0.1	2
10	COc1ccc(NC(=O)N(C)C[C@@H]2Oc3ccc(NC(=O)CCCCCC(=O)Nc4ccccc4N)cc3CC(=O)N([C@@H](C)CO)C[C@@H]2C)cc1	4	-5	-0.1	-1
11	COc1ccc(CNC(=O)C(C)n2nc(C)c3c(C)n(-c4ccc(C)cc4)nc3c2=O)cc1 (stereo not drawn)	-19	22	0.1	-4
12	CCCCn1c(N)c(N(CCOC)C(=O)c2cc(=O)[nH]c3ccccc23)c(=O)[nH]c1=O	10	-3	-0.1	nt
13	CC(C)(C)C(=O)Nc1ccc(S(=O)(=O)c2ccc(NC(=O)C(C)(C)C)cc2)cc1	-3	nt	nt	3
14	C[C@@H]1CN([C@@H](C)CO)C(=O)Cc2cc(NC(=O)CCCCCC(=O)Nc3ccccc3N)ccc2O[C@@H]1CN(C)Cc1ccccc1	8	1	0.0	-4
15	CCOC(=O)C1CCCN(CC(O)COc2cccc(C)c2)C1 (stereo not drawn)	15	-14	-0.1	-5

No.	EWS-Fli block	DENV2 CPE	F508del corr	ERp5 block
1	-19	-12	0.2	-4
2	-20	-2	0.7	-6
3	-10	nt	3.5	-3
4	15	-3	nt	4
5	-1	-2	-0.8	1
6	-9	-3	1.1	-12
7	7	4	-5.5	0
8	-49	-8	-6.4	-2
9	10	0	5.2	-1
10	1	-8	-0.4	-8
11	nt	7	2.0	nt
12	1	73*	-2.2	2
13	13	3	2.2	2
14	37	2	0.6	-3
15	nt	nt	nt	nt

Random excerpt: 4 records from the list, in no set order.
No.	molecule	INS-1E GSIS act	PAX8 reporter	Xi reactivation	ARNT TACC3 PPI
14	C[C@@H]1CN([C@@H](C)CO)C(=O)Cc2cc(NC(=O)CCCCCC(=O)Nc3ccccc3N)ccc2O[C@@H]1CN(C)Cc1ccccc1	8	1	0.0	-4
9	Cc1sc2ncnc(N3CCC(C(=O)Nc4ccc(C#N)cc4)CC3)c2c1C	3	11	0.1	2
8	CC(=O)N(C1=C(N)C(=O)c2ccccc2C1=O)c1ccccc1	-7	13	0.0	12*
13	CC(C)(C)C(=O)Nc1ccc(S(=O)(=O)c2ccc(NC(=O)C(C)(C)C)cc2)cc1	-3	nt	nt	3

No.	EWS-Fli block	DENV2 CPE	F508del corr	ERp5 block
14	37	2	0.6	-3
9	10	0	5.2	-1
8	-49	-8	-6.4	-2
13	13	3	2.2	2

Following part:
No.	molecule	INS-1E GSIS act	PAX8 reporter	Xi reactivation	ARNT TACC3 PPI
16	O=C(O)CCc1ccc(S(=O)(=O)Nc2ccc(OCc3ccccc3)cc2)cc1	0	-36	0.1	-1
17	Cc1cc(=O)[nH]c2nnc(SCC(=O)N3CC(C)OC(C)C3)n12 (stereo not drawn)	3	12	-0.2	-2
18	COc1cc(/C=C/C(=O)OCC(=O)N2CCCc3ccccc32)ccc1OCC#N	65	-4	0.0	nt
19	O=C(O)[C@H]1[C@H](CO)[C@H]2Cn3c(ccc(/C=C/c4ccccc4)c3=O)[C@H]2N1C(=O)c1cnccn1	23	nt	-0.1	7
20	O=S(=O)(CCN1CCCCC1)Oc1ccc(Cl)cc1Cl	5	-4	-0.2	-4
21	C[n+]1ccc(CC2C(=[N+]([O-])[O-])C=Nc3ncnn32)cc1 (stereo not drawn)	19	-17	0.0	3
22	COc1cc2c3c(c1OC)C1(C=CC(=NNC(N)=O)C=C1)CC3N(C(C)=O)CC2 (stereo not drawn)	7	6	0.3	-9
23	COc1ccc(NC(=O)Nc2ccc3c(c2)C(=O)N([C@H](C)CO)C[C@H](C)[C@@H](CN(C)Cc2ccc(C(=O)O)cc2)OCCCC[C@@H](C)O3)cc1	24	-12	0.0	-1
24	C[C@@H]1CCCCO[C@H](CN(C)C(=O)c2ccccc2)[C@H](C)CN([C@H](C)CO)C(=O)c2cc(NS(=O)(=O)c3cccs3)ccc2O1	-29	-7	0.2	0
25	CCOC(=O)C(=Cc1ccc2c(c1)OCO2)c1ccccc1	nt	-35	0.0	0
26	CN(C(=O)c1coc(=O)c2ccccc12)c1ccccc1Cl	9	42	-0.2	-7
27	COc1cccc(NC(=O)N(C)C[C@@H]2Oc3ncc(C#Cc4ccncc4)cc3C(=O)N([C@H](C)CO)C[C@H]2C)c1	6	22	-0.5	-6
28	C[C@H]1CN([C@@H](C)CO)C(=O)c2cc(NS(=O)(=O)c3ccccc3)ccc2O[C@@H]1CN(C)Cc1ccc(C(=O)Nc2ccccc2N)cc1	22	1	0.0	6
29	CO[C@H]1CN(C)C(=O)c2cc(NC(=O)NC(C)C)ccc2OC[C@@H](C)NC[C@H]1C	14	-1	0.5	-16
30	COC(=O)C[C@H]1C[C@H]2c3cc(NC(=O)Cc4ccncc4)ccc3O[C@H]2[C@H](CO)O1	-13	15	0.0	5

No.	EWS-Fli block	DENV2 CPE	F508del corr	ERp5 block
16	-12	8	2.3	3
17	5	0	-1.4	-1
18	-2	-2	-4.1	-6
19	-2	103*	nt	3
20	-20	-2	-2.2	1
21	7	5	-1.1	-5
22	-19	-1	1.0	-3
23	-2	-8	1.4	6
24	-1	1	3.7	9
25	-3	-3	0.5	2
26	1	12	-2.3	6
27	-13	1	-3.0	2
28	33	-12	-1.3	0
29	0	nt	-1.4	nt
30	15	10	-2.9	61*

Later entries
No.	molecule	INS-1E GSIS act	PAX8 reporter	Xi reactivation	ARNT TACC3 PPI
31	O=C(C[C@H]1CC[C@@H]2[C@H](COC[C@H](O)CN2C(=O)Nc2ccc(C(F)(F)F)cc2)O1)NCC1CCCCC1	-34	nt	0.1	-3
32	C[C@@H]1CN([C@H](C)CO)C(=O)c2cccc(NC(=O)Nc3ccc4c(c3)OCO4)c2O[C@H]1CN(C)Cc1ccc2c(c1)OCO2	-2	-6	0.0	5
33	NC(=O)c1cc(S(=O)(=O)NCc2ccccc2)cs1	0	10	0.1	7
34	CCC(=O)N(C)C[C@H]1Oc2cc(-c3ccccc3OC)ccc2S(=O)(=O)N([C@H](C)CO)C[C@@H]1C	23	-4	-2.1	-1
35	CCC(C(=O)Nc1ccc(C(=O)O)cc1NC(=O)C(CC)c1ccccc1)c1ccccc1 (stereo not drawn)	22	14	0.0	0
36	C=CCN(c1ccccc1)S(=O)(=O)c1cc2c(cc1C)N(C)CCO2	-9	6	0.1	21
37	Cc1ccc(NC(=S)Nc2ccc3cn[nH]c3c2)cc1	-3	-76	0.1	-19
38	O=S(=O)(N[C@H]1CC[C@H](CCn2cc(C3CC3)nn2)O[C@@H]1CO)c1ccc(Cl)cc1	7	-2	0.1	nt
39	Cc1c(NC(=S)NC(=O)Cc2ccccc2)cccc1C(=O)O	-4	4	nt	2
40	CC(=O)Nc1c(F)c(F)c(F)c(F)c1F	11	-5	0.0	-10
41	CS(=O)(=O)N1CCN(c2ccc([N+](=O)[O-])c(NCc3ccc(Cl)cc3)c2)CC1	6	-14	0.0	5
42	COc1ccc(S(=O)(=O)N[C@H]2CC[C@H](CC(=O)O)O[C@H]2CO)cc1	15	-8	0.2	-8
43	CN(C)CC#Cc1ccc([C@H]2[C@@H](CO)N3CCCCN(CC4CC4)C[C@H]23)cc1	23	-21	-0.1	-2
44	C[C@@H]1CN([C@H](C)CO)C(=O)c2cc(NS(C)(=O)=O)ccc2O[C@@H]1CN(C)Cc1ccc(Oc2ccccc2)cc1	2	21	0.0	nt
45	COc1ccc(C)cc1NC(=O)c1cc2c(=O)n3ccccc3nc2n1C	4	-12	-0.1	4

No.	EWS-Fli block	DENV2 CPE	F508del corr	ERp5 block
31	nt	2	0.7	-4
32	-23	8	-1.2	1
33	0	-6	-4.8	1
34	-1	-1	0.4	-4
35	7	1	-2.6	2
36	-20	14	-0.8	0
37	nt	nt	nt	nt
38	5	-6	-1.9	-3
39	nt	nt	nt	0
40	-10	?	-0.4	6
41	4	-8	nt	-4
42	-3	-1	1.9	-2
43	17	-6	0.9	9
44	22	-3	0.7	-6
45	-6	13	-2.5	-3

More records follow.
No.	molecule	INS-1E GSIS act	PAX8 reporter	Xi reactivation	ARNT TACC3 PPI
46	O=C(CNC(=O)c1ccccc1)c1ccccc1	1	-83	0.0	-5
47	Cc1ccc(S(=O)(=O)N2CCCCC2)cc1NS(=O)(=O)c1ccc(Cl)c(C(=O)O)c1	5	-18	-0.1	0
48	NS(=O)(=O)c1ccc(CNC(=O)c2cc(=O)[nH]c3ccccc23)cc1	13	8	0.0	-5
49	COCCOC(=O)C1=C(C)NC(=O)NC1C1CC=CCC1 (stereo not drawn)	10	nt	nt	-3

No.	EWS-Fli block	DENV2 CPE	F508del corr	ERp5 block
46	-35	9	2.7	-11
47	-4	4	-2.8	3
48	9	-1	-0.5	-1
49	-3	1	3.0	-3

The order is random (roughly 4.2% active in at least one column).
